High-throughput results (PubChem)
A3G deaminase – blocks human APOBEC3G single-stranded DNA deamination; Q9HC16; actives 0.28% (n = 330,000); recombinant A3G, ssDNA deamination FAM/TAMRA fluorescence; inhibition, % at 20 µM;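 active = inhibition of at least 40% at 20 µM, with no more than 30% in the related APOBEC3A deaminase screen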;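 also: plate controls were DMSO wells with A3G for no effect and wells lacking A3G enzyme for full effect; some compounds called inactive have numbers as strong as hits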
Target sequence (Q9HC16 whole entry, looked up): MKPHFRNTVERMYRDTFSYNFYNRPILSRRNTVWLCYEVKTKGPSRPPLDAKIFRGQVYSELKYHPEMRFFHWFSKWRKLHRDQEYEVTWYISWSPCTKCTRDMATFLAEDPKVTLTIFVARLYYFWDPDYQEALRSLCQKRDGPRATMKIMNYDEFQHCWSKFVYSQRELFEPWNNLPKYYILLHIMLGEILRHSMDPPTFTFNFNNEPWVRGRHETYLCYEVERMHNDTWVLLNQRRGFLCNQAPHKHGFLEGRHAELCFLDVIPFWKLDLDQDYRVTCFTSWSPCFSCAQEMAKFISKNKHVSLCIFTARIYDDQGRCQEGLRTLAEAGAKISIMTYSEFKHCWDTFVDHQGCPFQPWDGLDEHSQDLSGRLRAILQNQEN
A3A deaminase – human APOBEC3A DNA deaminase inhibition. P31941. actives 0.41% (n = 330,000). inhibition, % at 20 µM. recombinant A3A, FAM/TAMRA ssDNA deamination fluorescence. AID 493011;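 active = at least 40% inhibition at 20 µM here, with at most 30% in a related deaminase screen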;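 also: plate controls were A3A with DMSO for no effect and wells lacking A3A enzyme for full effect; some results filed as inactive read as strong as hits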
Target sequence (P31941 whole entry, looked up): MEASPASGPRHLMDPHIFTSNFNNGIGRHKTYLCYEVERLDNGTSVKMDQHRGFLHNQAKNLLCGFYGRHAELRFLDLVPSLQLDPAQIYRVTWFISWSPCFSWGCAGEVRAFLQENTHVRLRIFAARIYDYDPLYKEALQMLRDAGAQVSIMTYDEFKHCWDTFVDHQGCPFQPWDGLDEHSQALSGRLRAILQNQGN
mIAP block – blocks mouse intestinal alkaline phosphatase; purified mouse IAP, CDP-Star luminescence, 30 min; inhibition, % at 10 µM; actives 0.2% (n = 330,000);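 active = inhibition of at least 40% at 10 µM in the primary screen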;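 also: plate controls were DMSO with enzyme for no effect and no enzyme wells for full effect; values of inactives mirror those of a sister screen read the other way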
MIN6 prolif – MIN6 beta-cell proliferation induction; actives 0.29% (n = 330,000); proliferation, % at 10 µM; MIN6 cells proliferation, ATPlite luminescence, 48 h; cells starved in 0.2% serum; 100% = growth in 10% serum; AID 2380;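 active = compounds whose signal lies at least 3.5 SD above the mean of all wells on their plate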;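 also: 0% = DMSO-treated cells in low-serum medium and 100% = 10% serum control; some compounds called inactive have numbers as strong as hits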
hIAP act – human IAP activation; P09923; purified human IAP, CDP-Star luminescence, 30 min; stronger effect = higher value; 1 = vehicle-only enzyme, 0 = enzyme-free background; activation factor at 10 µM; actives 0.16% (n = 330,000);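 active = activation factor of the enzyme at least 2-fold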; also: the source names both 10 and 20 µM as test concentration; values of inactives mirror those of a sister screen read the other way
hIAP block – human IAP inhibition | inhibition, % at 10 µM | AID 2544 | purified IAP, CDP-Star luminescence, 30 min | P09923 | actives 0.12% (n = 330,000);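 active = inhibition reaching a set limit with compound at 10 µM in the primary screen, cut at about 35% in these data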;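 also: plate controls were DMSO wells with enzyme for no effect and no-enzyme buffer wells for full effect; values of inactives mirror those of a sister screen read the other way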
MPTP inh – permeability transition pore inhibition; isolated mouse mitochondria, Ca2+ swelling absorbance, 30 min; inhibition, % at 10 µM; actives 1.4% (n = 360,000); AID 602449;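 active = inhibition of 50% or more, scaled per plate between neutral and stimulator controls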;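 also: 0% = DMSO wells given calcium and 100% = 1 mM EGTA wells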
mIAP activ – mouse IAP activation | actives 0.24% (n = 330,000) | activation factor at 10 µM | muIAP, CDP-Star luminescence, 30 min; stronger effect = higher value; 1 = vehicle-only enzyme signal, 0 = enzyme-free wells | AID 2805;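 active = activation factor of at least 2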; also: the source names both 10 and 20 µM as test concentration; values of inactives mirror those of a sister screen read the other way
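Assay system: mouse IAP enzyme / Compound: DMSO-dissolved test compounds / Timing: 30 min, room temperature / Measured by: luminescence from enzymatic CDP-Star hydrolysis / Control set: DMSO-only wells, enzyme-free buffer wells as negative control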
ATG4B inhibitor – ATG4B (human) cysteine protease inhibition | Q9Y4P1 | ATG4B cleavage of LC3-PLA2, NBD-HPC fluorescence, 1 h | inhibition, % at 8.33 µM | actives 0.51% (n = 340,000) | AID 504462; in the data active = inhibition above about 40%
Target sequence (Q9Y4P1 whole entry, looked up): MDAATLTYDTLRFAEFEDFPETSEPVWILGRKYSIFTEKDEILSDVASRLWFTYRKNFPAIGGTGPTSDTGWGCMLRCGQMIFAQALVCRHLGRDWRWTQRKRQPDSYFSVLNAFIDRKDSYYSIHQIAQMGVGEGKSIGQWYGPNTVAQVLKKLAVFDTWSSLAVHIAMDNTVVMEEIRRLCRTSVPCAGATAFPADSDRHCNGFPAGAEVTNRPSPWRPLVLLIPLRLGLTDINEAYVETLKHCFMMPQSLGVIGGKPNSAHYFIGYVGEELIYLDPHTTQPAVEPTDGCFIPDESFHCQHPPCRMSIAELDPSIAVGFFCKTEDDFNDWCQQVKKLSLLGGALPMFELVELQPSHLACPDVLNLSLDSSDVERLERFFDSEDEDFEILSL
* marks the source's active call; other numbers are inactive results; nt = no result given; & = joins results of further samples.

SMILES | A3G deaminase | A3A deaminase | mIAP block | MIN6 prolif | hIAP act | hIAP block | MPTP inh | mIAP activ | ATG4B inhibitor
Cc1nn2c(N3CCN(C(=O)c4ccco4)CC3)cc(C(C)(C)C)nc2c1-c1ccccc1 | 0 | -5 | -7 | -4 | 0.95 | 5 | nt | 1.1 | 3
Cc1ccc(N=Cc2sccc2C)cc1C | -13 | -7 | -10 | -3 | 1.1 | -5 | -3.1 | 1.1 | 3
CC1CC=C(c2ccccc2)C(=S)N1 (centres undefined) | -10 | -3 | 5 | -2 | 1.2 | -18 | 1.6 | 0.95 | 0
COCC1CCCC1OS(N)(=O)=O (centres undefined) | -3 | -2 | -7 | -8 | 1.5 | -47 | -1.5 | 1.1 | 5
O=C(CSc1cccc[n+]1[O-])Nc1cc(S(=O)(=O)N2CCOCC2)ccc1Cl | -1 | -1 | 2 | 1 | 0.93 | 7 | 2.1 | 0.98 | -6
O=C(c1ccc2[nH]ccc2c1)N1CCCC(Nc2ccccc2)C1 (centres undefined) | -2 | -1 | -5 | -3 | 0.99 | 1 | -1.4 | 1.1 | 7
O=C(NC1CCN(S(=O)(=O)c2ccccc2)CC1)c1cccc(F)c1 | -7 | -8 | -2 | 0 | 1 | 0 | -1.4 | 1 | -8
O=[N+]([O-])c1cc(-c2cnc3ccccc3n2)ccc1Oc1ccc(Br)cc1 | 2 | 0 | -5 | -2 | 0.97 | 3 | 7.6 | 1.1 | -3
CC(=O)Nc1ccc(S(=O)(=O)NC2CC3CCC2C3)cc1 (centres undefined) | -6 | -6 | 4 | 2 | 0.85 | 15 | -0.1 | 0.96 | -6
COc1cc2c(cc1OC)CN(CC(=O)Nc1ccc(Cl)cc1Cl)CC2 | 5 | -7 | -1 | -2 | 0.99 | 1 | -2.1 | 1 | 0
Nc1cc(-c2ccccc2)nn1S(=O)(=O)c1ccc(Br)cc1 | -6 | -1 | 0 | -3 | 0.89 | 11 | 2.9 | 1 | -4
CC(CC(=O)NNC(=O)c1cccc(Cl)c1)c1ccccc1 (centres undefined) | -7 | -1 | 1 | -1 | 1.4 | -41 | 0.4 | 0.99 | 1
Cc1ccccc1NC(=O)CC(O)(C(F)(F)F)C(F)(F)F | -3 | 0 | 4 | -2 | 0.83 | 17 | 14 | 0.96 | 3
Nc1ccccc1C(=O)NCc1ccc(Cl)cc1 | -4 | -1 | -1 | 0 | 0.85 | 15 | 0.5 | 1 | -3
O=C(Nc1ccc([N+](=O)[O-])cc1)Nc1ccc2[nH]c(=O)[nH]c2c1 | -1 | 1 | 10 | -1 | 0.87 | 13 | 82* | 0.9 | 8
O=C(CNC(=O)c1ccc(S(=O)(=O)N2CCCC2)cc1)N/N=C/c1ccco1 | -6 | -2 | 3 | -1 | 1.2 | -15 | -1.4 | 0.97 | 3
COCCn1ccc(O)c(Cc2ccccc2)c1=O | -1 | -2 | 1 | -3 | 0.97 | 3 | -10 | 0.99 | 5
COc1ccc(C(CNC(=O)CCNC(=O)c2ccc(Br)cc2)N2CCOCC2)cc1 (centres undefined) | -8 | -2 | -9 | 12* | 1 | -4 | -0.6 | 1.1 | -5
COc1cc(C)c(CN2CCN(CC(=O)Nc3ccccc3C(=O)NC3CC3)CC2)cc1OC | -3 | 1 | -7 | 1 | 1.2 | -19 | 0.5 | 1.1 | -20
COc1ccc2c(CC(=O)NNC(=O)c3ccc(C)cc3)coc2c1 | -3 | -2 | -12 | -2 | 1 | -4 | -0.7 | 1.1 | 2
N#Cc1ccc(C(=O)CSc2nnc(-c3ccc(C(F)(F)F)cn3)s2)cc1 | 6 | 3 | 14 | 1 | 1 | -2 | 2.2 | 0.86 | -9
Cc1noc2ncnc(Oc3cc(Cl)ccc3Cl)c12 | -8 | -2 | -7 | 0 | 0.95 | 5 | -0.7 | 1.1 | 0
Cc1cc(CSCc2ccc(Cl)cc2)no1 | -3 | -1 | 9 | -4 | 1.1 | -9 | 0.4 | 0.91 | 3
Cc1c(C(=O)NCC2COc3ccccc3O2)oc2ccc(S(=O)(=O)N(C)C3CCCCC3)cc12 (centres undefined) | -8 | -5 | 4 | -2 | 0.93 | 7 | 4.3 | 0.96 | -11
O=C(O)c1ccc(CSc2nc3ccc(N4C(=O)C5C6C=CC(C6)C5C4=O)cc3s2)cc1 (centres undefined) | -9 | -8 | 0 | 0 | 1.3 | -27 | -1.0 | 1 | 4

Rewritten with two lines to a compound: part of the list above
Sequence of screens – A3G deaminase | A3A deaminase | mIAP block | MIN6 prolif | hIAP act | hIAP block | MPTP inh | mIAP activ | ATG4B inhibitor
> Nc1ccccc1C(=O)NCc1ccc(Cl)cc1
→ -4 | -1 | -1 | 0 | 0.85 | 15 | 0.5 | 1 | -3
> CC(=O)Nc1ccc(S(=O)(=O)NC2CC3CCC2C3)cc1 (centres undefined)
→ -6 | -6 | 4 | 2 | 0.85 | 15 | -0.1 | 0.96 | -6
> O=C(CSc1cccc[n+]1[O-])Nc1cc(S(=O)(=O)N2CCOCC2)ccc1Cl
→ -1 | -1 | 2 | 1 | 0.93 | 7 | 2.1 | 0.98 | -6
> Nc1cc(-c2ccccc2)nn1S(=O)(=O)c1ccc(Br)cc1
→ -6 | -1 | 0 | -3 | 0.89 | 11 | 2.9 | 1 | -4

Continuation:
SMILES | A3G deaminase | A3A deaminase | mIAP block | MIN6 prolif | hIAP act | hIAP block | MPTP inh | mIAP activ | ATG4B inhibitor
O=S(=O)(NC1CCCCCCC1)c1ccccc1F | -11 | -4 | 1 | 0 | 0.79 | 21 | 1.2 | 0.99 | 4
CCN(CC(=O)Nc1ccccc1C(F)(F)F)C(=O)CCc1ccccc1 | -2 | 0 | 3 | 0 | 1.2 | -19 | 0.7 | 0.97 | -3
CCN(CC)CC(=O)N1c2ccccc2CCc2ccc(NC(=O)c3cc(OC)c(OC)c(OC)c3)cc21 | -3 | 2 | -16 | -2 | 1.1 | -14 | 1.8 | 1.2 | -8
CN(C(=O)C(Cl)Cl)C1CC2C=CC1C2 (centres undefined) | -5 | 4 | -6 | -2 | 0.99 | 1 | 1.6 | 1.1 | -3
Fc1ccccc1OCCCCn1cncn1 | -1 | 0 | 9 | 1 | 0.97 | 2 | 1.1 | 0.91 | -6
O=C(CSc1nnc(-c2cccc(Cl)c2)o1)Nc1ccc2c(c1)OCCO2 | -10 | -2 | 4 | -3 | 0.9 | 10 | 4.3 | 0.96 | -8
COCCn1c(SCC(=O)NC2CCCC2)nc2c(c1=O)SCC2 | 2 | -2 | -1 | 0 | 0.95 | 5 | -0.6 | 1 | 2
COc1cc(C)ccc1S(=O)(=O)n1nc(C)cc1C | -4 | -3 | -1 | 0 | 0.96 | 4 | 0.3 | 1 | 10
CC(C)(C)c1ccc(S(=O)(=O)N2CCN(C3CCCC3)CC2)cc1 | -5 | -2 | 6 | 2 | 0.91 | 9 | 42 | 0.94 | -5
Cc1ccccc1Cn1cc(NC(=O)c2cc(-c3ccco3)on2)cn1 | -5 | -2 | 1 | -2 | 1.1 | -7 | 0.9 | 0.99 | 18
O=C(Nc1cccc(O)c1)c1cccc(C(=O)Nc2cccc(O)c2)c1 | 2 | -4 | -5 | 0 | 1.2 | -16 | 1.9 | 1 | -16
Cc1ccc(C)c(S(=O)(=O)C(C#N)c2nc3ccccc3nc2N2CCCC2)c1 (centres undefined) | 22 | 0 | 5 | -7 | 0.98 | 2 | -1.6 | 0.95 | 8
CCOc1ccc(C(=O)C[n+]2cccc3cc(C)ccc32)cc1 | -5 | -6 | 1 | -3 | 1.2 | -20 | 0.1 | 0.99 | 1
C/C(N)=C(/C#N)C(=O)CSc1n[nH]c(-c2ccccc2Br)n1 | -6 | 3 | 5 | -4 | 0.93 | 7 | 0.3&0.4 | 0.95 | 2&-4
NC(=O)COC(=O)c1ccc(-c2ccccc2)cc1 | 0 | 2 | 2 | -2 | 0.91 | 9 | 0.0 | 0.98 | 17
N#CCSc1nnc(COc2cccc3ccccc23)n1-c1cccc(Cl)c1 | -1 | -2 | 8 | -6 | 0.85 | 15 | 2.0 | 0.92 | -15
O=C(NCc1ccc(Cl)c(Cl)c1)c1ccco1 | -6 | -3 | 5 | 2 | 0.92 | 8 | -7.4 | 0.95 | 4
CN(CCc1ccccc1)C1CCCN(C(=O)Cn2cccn2)C1 (centres undefined) | 0 | -5 | -2 | 2 | 0.89 | 11 | -0.8 | 1 | 2
COc1ccc(-c2csc(N(CCCN(C)C)C(=O)c3cccs3)n2)cc1 | -5 | -1 | 6 | -5 | 0.83 | 17 | 2.9 | 0.94 | -3
CCN1CCN(C(=O)c2ccccc2N(Cc2ccccc2)S(=O)(=O)c2ccc(OC)cc2)CC1 | -2 | -2 | -1 | -3 | 0.96 | 4 | 0.4 | 1 | -11
CCn1ncc(CN2CCN(Cc3ccc(OC)c(C)c3C)C(CCO)C2)c1C (centres undefined) | -10 | -5 | -1 | -1 | 1 | -1 | -0.4 | 1 | -6
O=C(CN1C(=O)C2C3C=CC(C3)C2C1=O)NCCC1=CCCCC1 (centres undefined) | -8 | -5 | 4 | -1 | 1 | -3 | 0.4 | 0.96 | 0
CCOC(=O)C1=C(c2ccccc2)OC(N)=C(C#N)C1c1ccc(Cl)s1 (centres undefined) | -10 | -1 | -6 | -2 | 1.1 | -6 | 8.0 | 1.1 | 13
CN(C)c1ccc(C(C(=O)NC2CCCC2)N(C(=O)c2ccco2)C2CC2)cc1 (centres undefined) | -7 | -3 | 0 | 5 | 1 | 0 | -0.1 | 1 | 0
Cc1nn(C(=O)c2cc3sccc3[nH]2)c(C)c1C | -7 | -4 | 4 | -2 | 1.1 | -14 | 1.1 | 0.95 | 3
(next part)
SMILES | A3G deaminase | A3A deaminase | mIAP block | MIN6 prolif | hIAP act | hIAP block | MPTP inh | mIAP activ | ATG4B inhibitor
COc1ccc2oc(C(=O)OCC(=O)NC(C)c3ccccc3)c(C)c2c1 (centres undefined) | -6 | 5 | 5 | 0 | 1.2 | -16 | -1.2 | 0.95 | -7
Nc1cc(-c2ccc(Br)cc2)nn1S(=O)(=O)c1ccccc1 | -2 | 0 | 8 | 5 | 0.89 | 11 | 2.1 | 0.92 | -5
CCOC(=O)C(/C=C(\C#N)C(=O)OCC)=C(/N)N1CCN(c2c(C)cccc2C)CC1 | 1 | -5 | 0 | -1 | 0.96 | 4 | 3.0 | 1 | -6
CCOCc1nc(C)c(Cl)c(NS(=O)(=O)c2ccc(N)cc2)n1 | 3 | 2 | 5 | 1 | 1.2 | -20 | -0.7 | 0.95 | -5
C=CCn1c(SCC(=O)Nc2c(C)cccc2C)nnc1-c1ccncc1 | -6 | -2 | 7 | -3 | 0.99 | 1 | -0.8 | 0.93 | -1
CS(=O)(=O)c1cccc(NC(=O)c2ccc(Cl)c(Cl)c2)c1 | -5 | -3 | 3 | -2 | 0.94 | 6 | 6.0 | 0.97 | -14
COc1ccc(CNC(=O)C2CCCN(S(=O)(=O)c3cccc4nsnc34)C2)cc1 (centres undefined) | -10 | -8 | 4 | 4 | 0.94 | 6 | -2.6 | 0.96 | -4
Cc1ccc(-c2[nH]ncc2C(=O)c2ccccc2C)c(O)c1 | -9 | -4 | 8 | -5 | 1.4 | -44 | -0.2 | 0.92 | 7
CN(CC(=O)Nc1ccccc1Cl)C(=O)COC(=O)Cc1ccc(F)cc1 | -4 | -1 | 10 | 2 | 1.1 | -8 | -0.5 | 0.9 | 7
Cc1cccc(C)c1OCC(=O)N/N=C/c1ccncc1 | -1 | -1 | -7 | -1 | 1.1 | -5 | -0.6 | 1.1 | -3
CCC(C)(C)NC(=O)CN(Cc1ccc(OC)cc1)C(=O)CCC(=O)Nc1nccs1 | 1 | -1 | -6 | 0 | 1.1 | -11 | 0.4 | 1.1 | -6
